Screens as filed in PubChem.
hcGAS lum – inhibitors of human cGAS; inhibition, % at 12.5 µM; recombinant h-cGAS, ATP depletion, Kinase-Glo luminescence; 0.081% of 290,000 active;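 also: 0% = vehicle reaction and 100% = reaction without DNA for no activity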
Target sequence (Q8N884 whole entry, looked up): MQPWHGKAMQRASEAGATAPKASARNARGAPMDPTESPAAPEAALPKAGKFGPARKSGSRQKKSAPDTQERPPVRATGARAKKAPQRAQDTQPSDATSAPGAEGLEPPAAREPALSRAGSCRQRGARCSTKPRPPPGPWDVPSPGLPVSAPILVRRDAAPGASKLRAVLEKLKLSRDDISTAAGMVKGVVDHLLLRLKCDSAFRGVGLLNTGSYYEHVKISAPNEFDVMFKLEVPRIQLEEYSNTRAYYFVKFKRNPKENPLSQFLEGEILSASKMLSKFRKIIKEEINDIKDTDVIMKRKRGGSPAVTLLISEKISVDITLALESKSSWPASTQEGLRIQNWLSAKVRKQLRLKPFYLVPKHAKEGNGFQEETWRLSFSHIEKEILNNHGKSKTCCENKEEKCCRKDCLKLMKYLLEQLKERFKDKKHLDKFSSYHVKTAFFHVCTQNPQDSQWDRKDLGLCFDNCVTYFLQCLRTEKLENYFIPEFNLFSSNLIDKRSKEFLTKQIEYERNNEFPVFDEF
NPYLR7 agonist – activates Aedes aegypti NPYLR7 receptor; 0.15% of 270,000 active; activation, % at 10 µM; HEK293T NPYLR7/Galpha15, GCaMP6s calcium fluorescence; AID 1259423; in the data active = activation above about 40%;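 also: 0% = vehicle and 100% = reference agonist at the receptor; some compounds past the cut are filed as inactive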
mcGAS lum – inhibitors of mouse cGAS. recombinant cGAS, Kinase-Glo ATP depletion luminescence. Q8C6L5. AID 1259399. inhibition, % at 12.5 µM. 0.15% of 160,000 active;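 also: 0% = negative control wells and 100% = reference inhibitor with no enzyme activity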
Numbers without * were called inactive; . = not tested or not shown; & = joins results of further samples. Rule as the data show it, unless noted: active = inhibition above about 40%; inactive = the rest. This is a random part of the collection; any-hit rate near 0.27%.

Start of the data: the first four records, ahead of the listing:
SMILES	hcGAS lum	NPYLR7 agonist	mcGAS lum
COc1ccc(-n2nnc3c(=O)n(CC(=O)NCc4ccc(F)cc4)cnc32)cc1	-3	9	.
O=C(Nc1ccccc1)N1CCc2nc(NCc3cccc(Oc4ccccc4)c3)ncc2C1	-7	-2	-2
OC(COCc1ccccc1)CN(Cc1ccccc1)Cc1cccs1 (stereo unspecified)	-2	0	1
CCC1(C)NC(=O)N(/N=C\C2=Cc3cc(Cl)cc(Cl)c3OC2)C1=O (stereo unspecified)	-2	0	.

The list itself, previewed entries included:
SMILES	hcGAS lum	NPYLR7 agonist	mcGAS lum
COc1ccc(-n2nnc3c(=O)n(CC(=O)NCc4ccc(F)cc4)cnc32)cc1	-3	9	.
O=C(Nc1ccccc1)N1CCc2nc(NCc3cccc(Oc4ccccc4)c3)ncc2C1	-7	-2	-2
OC(COCc1ccccc1)CN(Cc1ccccc1)Cc1cccs1 (stereo unspecified)	-2	0	1
CCC1(C)NC(=O)N(/N=C\C2=Cc3cc(Cl)cc(Cl)c3OC2)C1=O (stereo unspecified)	-2	0	.
Cc1cccnc1CC(C)N(C)C(=O)c1ccoc1C (stereo unspecified)	1	-1	.
COCc1cc(C[C@H]2CNCC[C@H]2CC(=O)Nc2nccs2)no1	-4	-6	-7
Cc1ccc(NCCNS(=O)(=O)c2ccccc2Cl)nn1	-5	-15	-12
COc1ccc(OC)c(C2SCCN2C(=O)Nc2ccccc2F)c1 (stereo unspecified)	-1	4	-2
O=C(Nc1nc(C2CC2)cs1)C1COc2ccccc2C1 (stereo unspecified)	-17	5	.
COc1ccc(CN2CCCC2)cc1Oc1ccc(CO)cc1	-4	18	-18
COc1ccc(C(=O)N2CCN(c3cc(OC)cc(OC)c3)C(=O)C2C)cc1 (stereo unspecified)	-2	17	-4
CCOc1ccc(NC(=O)N2CCC3(CC2)OCCO3)cc1	-5	-7	-7
O=C(Nc1ccc2c(c1)OCO2)N(CC1CCCCC1)C1CC1	4	0	.
CCOC(=O)[C@H]1C[C@]2(CCCCNC2=O)N(C(=O)c2cccc(C#N)c2)[C@H]1c1ccccc1	-2	6	-8
COC(=O)c1sccc1NC(=O)c1ccc(COc2cc(Cl)ccc2Cl)o1	-6	8	.
CCc1nc2ccc(C(=O)Nc3cccc(OC)c3)cn2c1N(CC)C(=O)NCCc1ccccc1	-6	-3	-6
CCC(=O)c1cc2c(cc1NC(=O)c1ccccc1)OCCO2	-6	-6	.
CN(C(=O)CCCNC(=O)C1CC1)c1cc(C2CCCCC2)[nH]n1	-7	4	.
COc1ccc(OCCn2c(C(C)NC(=O)c3ccco3)nc3ccccc32)cc1 (stereo unspecified)	0	2	-3
CCN(CC(=O)Nc1ccc(F)c(F)c1)CC(=O)Nc1ccccc1OC	8	-3	.
CC1CN(C(=O)c2ccc(CNC(=O)C3=C(Cl)CCCC3)cc2)CC(C)O1 (stereo unspecified)	-11	10	.
CCCn1c(N)c(C(=O)CN2CCCc3cc(C)ccc32)c(=O)[nH]c1=O	2	1	.
CN(C(=O)c1cccs1)C(Cc1ccccc1)C1CCN(C(=O)C2=CCCC2)CC1 (stereo unspecified)	-9	15	-12
CSCCSc1nnc(Nc2ccc(C(C)C)cc2)s1	-4	3	.
OCC(O)C(O)C(O)c1cnn(-c2ccccc2)n1 (stereo unspecified)	-5&-9	6&2	.

Reformatted: results already given.
Cc1ccc(NCCNS(=O)(=O)c2ccccc2Cl)nn1
  hcGAS lum: -5	NPYLR7 agonist: -15	mcGAS lum: -12
OCC(O)C(O)C(O)c1cnn(-c2ccccc2)n1 (stereo unspecified)
  hcGAS lum: -5&-9	NPYLR7 agonist: 6&2	mcGAS lum: .
CN(C(=O)CCCNC(=O)C1CC1)c1cc(C2CCCCC2)[nH]n1
  hcGAS lum: -7	NPYLR7 agonist: 4	mcGAS lum: .
CCC1(C)NC(=O)N(/N=C\C2=Cc3cc(Cl)cc(Cl)c3OC2)C1=O (stereo unspecified)
  hcGAS lum: -2	NPYLR7 agonist: 0	mcGAS lum: .

Additional results
SMILES	hcGAS lum	NPYLR7 agonist	mcGAS lum
CCCNc1nc2ccccn2c(=O)c1C=C1SC(=S)N(CC2CCCO2)C1=O (stereo unspecified)	-10	-1	-8
Cc1ccc(Cl)c(C(=O)NC2CCCN(C(=O)C3CC3)C2)c1 (stereo unspecified)	-6	19	.
CCNc1nnc(SCc2ccc([N+](=O)[O-])cc2)s1	-7	-4	-1
COc1ccc(C2c3c(n(C)c(=O)n(C)c3=O)N=C3c4ccccc4C(=O)C32)cc1OC (stereo unspecified)	-7	18	.
COc1ccc(C(=O)CSc2nnc(-c3ccco3)n2-c2cccc(C(F)(F)F)c2)cc1	-15	17	-7
CCC1CN(c2cnn(C)c(=O)c2Br)CCO1 (stereo unspecified)	-5	11	.
COC(=O)Cc1[nH]nc2c1C(C1C=CCCC1)C(C#N)C(=N)O2 (stereo unspecified)	-10	3	.
COc1cn(CC(=O)Nc2ccc(C)cc2)c(CN2CCCCCC2)cc1=O	-4	0	-6
CCc1nc2ncc3c(=O)n(CCCN(C)C)ccc3n2n1	-4	0	.
COc1ccc(C2=NC(CC(=O)N3CCc4cc(OC)c(OC)cc4C3c3c(F)cccc3Cl)C(C)O2)cc1 (stereo unspecified)	-8	20	-9
O=C1NC(Nc2nc3ccccc3s2)(C(F)(F)F)C(=O)N1c1ccccc1 (stereo unspecified)	-1	-1	-1
CC(=O)Nn1cnc2c(cnn2-c2ccc(C)cc2)c1=O	-1	31	.
CCc1c(C)[nH][n+]2cnn(Cc3ccccc3)c2c1=O	0	0	-1
C=CCNC(=O)C(NC(=O)c1ccc2c(c1)OCO2)C1CCN(C(=O)c2ccc(C(F)(F)F)cc2)CC1 (stereo unspecified)	-2	1	-4
CCOC(=O)C1CCN(Cn2nc(-c3ccccc3Cl)oc2=S)CC1	2	-1	-5
O=C1CCC(C(=O)N2CCN(c3ccccc3)CC2)CN1CCCN1CCOCC1 (stereo unspecified)	-9	3	.
CCOC(=O)c1cc(-c2ccc(CC)cc2)n(C2CCN(C(=O)COC)CC2)n1	-4	31	-3
O=C(CC1CCC1)Nc1cc(Cl)ccc1Cl	-8	11	-5
Cc1ccc(S(=O)(=O)N2CCN(c3ccccc3Cl)C(=O)C2C)cc1 (stereo unspecified)	-4	-11	-4
O=C(CN1CCC1c1ccccc1F)Nc1ccc(Br)cc1 (stereo unspecified)	-9&-9	-2	-15
CC1CCCCN1CCCNC(=O)c1csc(CSc2nnc(-c3ccncc3)n2-c2cccc(C(F)(F)F)c2)n1 (stereo unspecified)	1	8	-2
COc1ccc(N2CCC(NC(=O)c3sccc3C)CC2)cc1	-6	-4	.
Cc1cccc(Cn2ccnc2CN(CC(C)C)C(=O)c2ccc(Cl)cc2)c1	-8	25	-5
FC(F)(F)c1nc(N2CCCC2c2nc3ccccc3s2)c2ccccc2n1 (stereo unspecified)	-7	9	.
CNC(=S)NN=C(C)c1ccc(C)o1	-10	6	-7

Additional structures follow.
SMILES	hcGAS lum	NPYLR7 agonist	mcGAS lum
C=CCN(C(=O)CSC(=S)OCC)c1nc(-c2ccc([N+](=O)[O-])cc2)cs1	-6	-4	-3
O=C(Nc1ccccc1C(F)(F)F)N1CCC(c2nc3ccccc3[nH]2)CC1	-7	-1	.
S=c1[nH]nc(COc2ccccc2Cl)n1C1CC1	-7	12	-8
O=C(CCN(c1nc(C2CC2)nc2cc(Cl)ccc12)C1CC1)NCc1cccc(C(F)(F)F)c1	-3	19	-7
Cc1ccc(-n2c(=O)n(Cc3ccco3)c(=O)c3[nH]cnc32)c(C)c1	-3	4	.
COc1cccc(/C=C2\NC(=S)NC2=O)c1O	-4	6	-1
COC(=O)COc1ccc(C=NNC(=O)C(O)(c2ccccc2)c2ccccc2)cc1OC	-6	-3	-3
COc1ccc(N=C(C)CC2=[N+](c3ccccc3)C(C)(O)CS2)cc1 (stereo unspecified)	-5	-1	.
COC(=O)c1cc2n(n1)CCN(c1ccnc(SC)n1)C2	-7	4	.
O=C(CSc1ccc2nnc(CCNS(=O)(=O)c3ccccc3)n2n1)Nc1ccccc1F	3	-15	1
CCn1nc(C(C)C)cc1C(=O)NCc1sccc1C	-6	-3	-3
Cc1cccn2c(=O)nc(SCC(=O)Nc3cccc4ccccc34)nc12	1	15	.
CCOC(=O)c1cc(-c2cccc(NC(=O)c3cc(OC)cc(OC)c3)c2)n(-c2ccc(OC)cc2)n1	-7	18	-8
COc1ccc(C(=O)NC2CCC(NC(=O)[C@H]3CCCN3)CC2)cc1 (stereo partly specified)	-6	-3	.
O=C(Nc1ccc(Br)cn1)C1(c2ccccc2)CCC1	3	-1	.
CNC(=O)c1nnc2n1CCN(C(=O)Cc1cccs1)C2	-6	8	.
O=C(Nc1ccc(N2CCCCC2)c(C(=O)NCC2CCCO2)c1)Nc1cccc2ccccc12 (stereo unspecified)	-7	15	-6
Cc1cc(=O)n(CC(=O)Nc2cc(Cl)ccc2C)c(C(C)C)n1	-6	8	.
COCC(c1cccc(C(F)(F)F)c1)N(C)C(=O)c1ccoc1 (stereo unspecified)	-7	6	.
COc1ccc(-c2cc(C(=O)Nc3cccc(C(C)=O)c3)c3ccccc3n2)cc1	-2	-9	0
CCOC(=O)[C@H](CCc1ccccc1)N[C@@H](C)C(=O)N1CCC[C@H]1C(=O)O	0&1&3	-10&-8&-4	-2
CC(C)CN1C(=O)C2(CCCC2)NC1c1ccc(-n2cncn2)cc1 (stereo unspecified)	-3&-5	2&2	.
Cc1ccc(S(=O)(=O)NCCCC(=O)O)c(C)c1N(C)S(=O)(=O)c1ccccc1	-3	-8	0
O=C(CSc1nnc(CNC(=O)c2ccc(S(=O)(=O)N3CCCCC3)cc2)n1-c1ccc(F)cc1)Nc1nccs1	-8	11	-6
O=c1ccc(-c2ccncc2)nn1CCCNS(=O)(=O)c1cccnc1	-3	19	.

Continuation.
SMILES	hcGAS lum	NPYLR7 agonist	mcGAS lum
CSc1nc(NCC(C)C)c2cnn(CCNC(=O)COc3ccccc3F)c2n1	-7	.	-7
CCOc1ccc(/C=N\OC(=O)c2ccccc2)cc1	-8	-8	.
CC1CCN(C(=O)Cn2cc(SCc3ccccc3)c3ccccc32)CC1	5	-12	3
CN(C)C=CC(=O)C(F)(F)F	-5	2	.
CC(=O)N1CCC2(CC1)OC(=O)C(C)=C2C(=O)NC1CCCCC1	-8	-4	.
NC(=O)c1c(NC(=O)COC(=O)C2=COCCO2)sc2c1CCC2	-4	18	.
CC(C)c1nn(-c2ccc(F)cc2)c(C(C)C)c1C(=O)NC1CC1	-2	.	-9
CN(C(=O)CCc1nc2c([nH]1)c(=O)[nH]c(=O)n2C)C(c1ccc(F)cc1)C1CC1 (stereo unspecified)	-6	6	.
CC(C)Oc1ccc(Nc2cc3c(cn2)cc(-c2cccnc2)n3C)cc1	-2	-6	-5
Cc1nc(C(F)(F)F)ccc1C(=O)N1CCC1(C)C(=O)NCc1cccs1 (stereo unspecified)	-3	-2	-4
CCOC(=O)C1CCN(C(=O)c2cc3c(C)cc(F)cc3[nH]2)CC1	-8	-2	-20
CC(C)(CNS(C)(=O)=O)c1cccs1	-13	19	.
N#Cc1ccccc1CSCCNC1CC2CC1C1CCCC21 (stereo unspecified)	-3	-2	.
O=C(Nc1ccc2ccccc2n1)C1CSCN1C(=O)c1ccccc1 (stereo unspecified)	3	3	.
COc1ccc(CN(Cc2nc3cc(C)ccc3o2)C(=O)Cc2ccc(OC)c(OC)c2)cc1	-8	4	-6
CCOC(=O)C1CCN(C(c2cccs2)c2c(O)cc(C)n(CC)c2=O)CC1 (stereo unspecified)	4	7	.
O=C(c1cc(Cl)ccc1F)N1CCCC1c1ccc[nH]1 (stereo unspecified)	-3	-3	-5
CNc1nc2cnc(Nc3ccc(S(C)(=O)=O)cc3)cc2n1-c1cc(OC)c(OC)c(OC)c1	-2	-3	-5
Cc1cc(C(=O)NCCc2ccccc2)n2nc(-c3ccccc3)cc2n1	-2	20	4
CN(C)S(=O)(=O)c1ccc2nc(COC(=O)C3CCC3)[nH]c2c1	-8	3	.
CCC(=O)Nc1ccc(N(C)C)c(CN(CC2CC2)S(C)(=O)=O)c1	-7	25	-6
CC(C)n1c(C2C3CCCCC32)n[nH]c1=S (stereo unspecified)	-4	-7	-6
CC(C)Nc1ncccc1C(=O)NCCc1ccccc1	-4	-9	-3
Cc1ccc2oc(C(=O)OC(C)C(=O)NC(C)(C#N)C(C)C)cc(=O)c2c1 (stereo unspecified)	-10	17	.
CC(C)(C)C(=O)Cn1cnc2sccc2c1=O	-6	3	.

Following part.
SMILES	hcGAS lum	NPYLR7 agonist	mcGAS lum
Cc1ccc(C(=O)N2CCSC23CCN(S(=O)(=O)c2ccc([N+](=O)[O-])cc2)CC3)cc1	-3	3	-4
Cc1cccc(NC(=O)CC(C)c2ccc(F)cc2)n1 (stereo unspecified)	-12	-16	.
CN(C)C1(CNC(=O)Nc2cccc(C3SCCCS3)c2)CCCCC1	-5	1	.
O=C(CSc1nc2c(c(=O)n1Cc1ccccc1)SCC2)N1CCCc2ccccc21	-6	6	-7
COCCNc1nc(SC)nc2c1cnn2CCNC(=O)c1cc(OC)cc(OC)c1	0	.	-5
COc1ccc(/C=N\Nc2nc(-c3ccc(OC)c(OC)c3)cs2)cc1	-11	0	.
Cc1ccc(-n2cnnc2SCC(=O)N2CCOCC2)cc1Cl	3	-16	0
Fc1ccc(Nc2cncc(-c3ccsc3)c2)cc1Cl	-1	-6	1
CCc1nc([C@H]2CN(C)C[C@@H]2C(=O)N2CCC(O)CC2)c(C)[nH]1	-6	0	.
CC(C)n1cccc1C(=O)N1CCC2(CCC(=O)N(CC3CC3)C2)CC1	-12	.	-6
CC1(C(=O)Nc2cccc3c2CCCC3)CCN1C(=O)C1(c2ccc(Cl)cc2)CC1 (stereo unspecified)	-7	-1	-5

Shown comma-delimited: entries from further up.
Molecule,hcGAS lum,NPYLR7 agonist,mcGAS lum
COC(=O)Cc1[nH]nc2c1C(C1C=CCCC1)C(C#N)C(=N)O2 (stereo unspecified),-10,3,.
COCCNc1nc(SC)nc2c1cnn2CCNC(=O)c1cc(OC)cc(OC)c1,0,.,-5
